Hsp70 activator = transcriptional activators of Hsp70 | HeLa Hsp70 promoter luciferase reporter, luminescence; scaled: vehicle 0, proteasome-inhibitor control 100% | activation, % at 10 µM | 0.04% of 200,000 active | AID 1203;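 active = activation above the mean across all tested compounds plus 3 SD, cutoff set per campaign, cut at about 5.5% in these data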;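 also: 100% = MG132 at 30 µM as the positive control and 0% = DMSO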
RAM inhibit = yeast RAM network inhibition | AID 868 | inhibition, % at 50 µM | 1.8% of 190,000 active | S. cerevisiae dse1pr::URA3 reporter, 5-FOA growth OD615, 2 d; analog-sensitive cbk1-as2 kinase mutant strain;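 active = inhibition above a set limit, 3 SD over mean compound inhibition, cut at about 8.4% in these data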;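 also: 0% = DMSO-only wells with no growth and 100% = 10 µM 1-NA-PP1 full growth; inhibition rescues growth on 5-FOA so higher OD means more RAM inhibition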
STAT1 inh = STAT1 signaling inhibition; NIH 3T3 STAT1-luciferase reporter, IFN-gamma, luminescence; inhibition, % at 5.5 µM; 0.35% of 200,000 active;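 active = inhibition above a set limit, the mean inhibition across all tested compounds plus 3 SD, cut at about 34% in these data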;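 also: 0% = IFN-gamma with DMSO and 100% = IFN-gamma with 300 µM nifuroxazide; values of inactives mirror those of a sister screen read the other way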
APP 5'UTR act = APP 5'UTR luciferase reporter activation; SH-SY5Y APP 5'UTR luciferase reporter, luminescence; zero percent = DMSO vehicle wells; activation, % at 2 µM; 1% of 190,000 active;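 active = activation above a set limit, based on mean plus 3 SD of controls, cut at about 140% in these data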; also: values of inactives mirror those of a sister screen read the other way
FLuc inh counter = counter-screen for luciferase assay inhibitors: firefly luciferase inhibition | ATPLite firefly luciferase biochemical luminescence, 10 min | inhibition, % at 10 µM | AID 1006 | 1.5% of 200,000 active | P08659;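 active = inhibition above about 50% when tested at 10 µM, limit read from the data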
Target sequence (P08659 whole entry, looked up): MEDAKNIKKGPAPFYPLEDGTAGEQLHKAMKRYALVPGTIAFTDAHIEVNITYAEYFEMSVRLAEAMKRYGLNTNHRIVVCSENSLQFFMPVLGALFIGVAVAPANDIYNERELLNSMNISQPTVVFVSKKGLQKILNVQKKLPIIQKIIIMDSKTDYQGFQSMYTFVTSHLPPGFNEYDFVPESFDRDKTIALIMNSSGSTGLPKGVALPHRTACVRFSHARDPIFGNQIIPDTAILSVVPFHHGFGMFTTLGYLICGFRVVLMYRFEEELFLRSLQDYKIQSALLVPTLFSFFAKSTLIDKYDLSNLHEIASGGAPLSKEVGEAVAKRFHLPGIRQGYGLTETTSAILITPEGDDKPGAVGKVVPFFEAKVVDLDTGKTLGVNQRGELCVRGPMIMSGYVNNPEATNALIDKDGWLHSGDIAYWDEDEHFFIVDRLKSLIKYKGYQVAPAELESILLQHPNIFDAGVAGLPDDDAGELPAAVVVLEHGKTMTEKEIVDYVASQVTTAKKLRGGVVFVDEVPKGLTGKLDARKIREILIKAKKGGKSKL
NF-kB neuron act = compounds increasing NF-kB expression in human neuronal cells; NF-kB reporter expression; stronger effect = higher value; 1.6% of 190,000 active; AID 1239; fold change at 12.5 µM; in the data active = fold change above about 3.3
STAT3 act = activators of IL-6 induced STAT3 signaling. U3A cells, IL-6 STAT3-luciferase reporter, luminescence; 100% = signal with IL-6 EC80 alone. activation (% of control), % at 5.6 µM. 0.91% of 190,000 active. AID 871;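 active = activation above the screen-wide mean of compound activation plus 3 SD, cut at about 130% in these data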;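 also: 0% = background luminescence of wells with medium and substrate only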
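Material: STAT1-lacking human U3A cells, STAT3 luciferase reporter | Benchmarks: IL-6-only wells as 100% reference | Probe or stimulus: IL-6 (33 ng/mL) | Timing: Compound 1 h, then IL-6 6 h at 37 °C | Detection: Luminescence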
STAT3 blocker = STAT3 signaling inhibition. U3A cells, IL-6 STAT3-luciferase reporter, luminescence; host cell line lacks STAT1. inhibition, % at 5.5 µM. 0.89% of 190,000 active. AID 862;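 active = inhibition above the mean inhibition across all screened compounds plus 3 SD, cut at about 44% in these data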;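 also: 0% = DMSO only wells and 100% = 100 µM nifuroxazide control wells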
APP 5UTR inh = APP translation inhibition | SH-SY5Y APP 5'UTR-luciferase reporter, luminescence | inhibition, % at 2 µM | 0.82% of 190,000 active | AID 1285;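 active = inhibition above a set limit, derived from the sample mean plus 3 SD, cut at about 45% in these data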; also: values of inactives mirror those of a sister screen read the other way
STAT1 activator = STAT1 signaling activation; activation (% of control), % at 5.5 µM; 2.6% of 200,000 active; NIH 3T3 STAT1-luciferase reporter, IFN-gamma, luminescence; 100% = IFN-gamma alone, no compound;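 active = activation above the screen-wide mean activation plus 3 SD, cut at about 130% in these data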;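 also: raw ratio to IFN-gamma control signal so 100% means no change and 0% no light; values of inactives mirror those of a sister screen read the other way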
The depositor's hits bear a star; x = no result given.

Results follow in this order: Hsp70 activator, RAM inhibit, STAT1 inh, APP 5'UTR act, FLuc inh counter, NF-kB neuron act, STAT3 act, STAT3 blocker, APP 5UTR inh, STAT1 activator
1. O=c1cc(CN2CCN(S(=O)(=O)c3ccccc3[N+](=O)[O-])CC2)nc2sccn12
→ -0.1, 0.6, 8, 11, -6, 1.1, 106, -2, -11, 90
2. CC(=O)C1=C(C)NC(SCC(=O)c2ccc(F)cc2)=C(C#N)C1c1ccco1 (stereo not drawn)
→ 0.0, 5.7, 1, 0, -4, 1.3, 78, 33, 0, 99
3. O=c1cc(Nc2ccc3c(c2)OCCO3)[nH]c(=O)n1C1CCCCC1
→ -0.2, 1.8, -4, -83, -1, 1.2, 98, 6, 83*, 103
4. CC(=O)c1c(C)[nH]c(C(=O)Nc2nccs2)c1C
→ -0.1, 0.6, -38, 58, 14, 2.6, 106, 2, -58, 133*
5. Cc1ccc(N2C(=O)C(CN(C)C)C2c2ccccc2)cc1 (stereo not drawn)
→ 0.0, -0.3, -14, -11, 0, 0.95, 109, 2, 11, 113
6. COc1ccc(C(=O)CSc2n[nH]c(N)n2)cc1
→ 0.0, 0.3, 1, -14, 3, 0.97, 104, -4, 14, 96
7. Oc1c(Br)cc(Br)cc1/C=N/c1nc2c(s1)CCCC2
→ -0.1, -1.1, -3, 6, x, 1.1, 114, -12, -6, 103
8. CCOC(=O)c1cc(CC)sc1NC(=O)Cc1ccccc1
→ -0.5, 0.5, 0, -3, -7, 1, 105, -5, 3, 98
9. CS(=O)(=O)N1CCN(C(=O)c2cc(-c3cccnc3)nc3ccc(Br)cc23)CC1
→ 0.0, 1.2, -1, 9, -2, 0.65, 100, 11, -9, 100
10. O=C(CC(c1ccccc1)c1ccccc1)NCCO
→ 1.0, 0.6, 6, 7, -8, 1.3, 99, 8, -7, 94
11. CN(Cc1ccccc1)C(=O)C1CCN(S(=O)(=O)c2cc([N+](=O)[O-])ccc2Cl)CC1
→ -0.4, 1.2, 11, -11, -4, 0.49, 99, -4, 11, 90
12. N#CCc1c(C#N)c(N)nc(N2CCN(c3ccc(F)cc3)CC2)c1C#N
→ -0.1, 1.6, 4, 7, -2, 0.79, 76, 30, -7, 97
13. O=C(CCC(=O)c1cccs1)NCc1ccncc1
→ 0.4, 1.1, -2, 6, -3, 1.2, 103, -2, -6, 102
14. O=C(c1cc(-c2cccs2)on1)N1CCCc2ccccc21
→ -0.1, 1.4, -10, 33, 5, 1.1, 106, -7, -33, 110
15. Cc1ccc(-c2nnc(SCc3ccc(C#N)cc3)n2Cc2ccco2)cc1
→ -0.3, 0.5, -1, -14, -7, 0.78, 97, 7, 14, 101
16. CC(=O)c1cccc(NC(=O)CSc2nnc(-c3cccnc3)o2)c1
→ 0.5, 1.4, 4, -7, -5, 1.1, 102, 1, 8, 96
17. CN(c1ccc(OCC(=O)N2CCOCC2)cc1)S(=O)(=O)c1ccc(Cl)cc1
→ -0.1, -0.2, 12, -14, -3, 2.1, 107, -7, 14, 88
18. COc1cc2c(cc1OC)C(C)N(C(=O)Cn1ncc3c1-c1cc(C)ccc1OC3)CC2 (stereo not drawn)
→ -0.4, 1.6, 10, 23, -5, 0.66, 91, 16, -23, 91
19. COc1ccc(CCNC(=O)COc2ccc(-c3ccc(C#N)cc3)cc2)cc1
→ -0.4, 4.7, 1, -16, -3, 1.2, 102, -6, 16, 99
20. CCCSc1nc(=O)n2cc(C)ccc2n1
→ 0.1, -0.6, -17, 19, 4, 1.4, 104, 1, -19, 115
21. CC(C)OC(=O)c1nnn(-c2nonc2N)c1CN1CCCCCC1
→ 0.1, -0.3, -6, -6, -4, 1.1, 101, 2, 6, 106
22. O=C(NC1CCCC1)C(c1cccnc1)N(C(=O)c1csnn1)C1CC1 (stereo not drawn)
→ 0.2, 1.4, -5, -1, -3, 0.94, 107, -5, 1, 104
23. CC(=O)N(/N=C/c1cccc(C)c1)c1nc(-c2ccc(Br)cc2)cs1
→ -0.1, 4.3, 0, -12, -1, 1.2, 123, -28, 12, 100
24. COC(=O)Cn1c(C)nc(=O)c(-c2ccccc2)c1C
→ -0.2, 1.5, 8, 0, -5, 1.1, 99, 5, 0, 94
25. O=c1c2ccccc2c(C=Nc2ccc(S(=O)(=O)Nc3ncccn3)cc2)c(O)n1-c1cccc(Cl)c1
→ -0.2, 7.2, 8, 7, -8, 1.3, 98, 10, -7, 91
26. CCCSc1nnc2nc(C)cc(C)n12
→ -0.1, 2.2, -9, 7, -3, 1.1, 99, 10, -7, 108
27. CC1CCN(CCNC(=S)Nc2ccc(Cl)cc2)CC1
→ 0.6, 1.2, -12, 2, -3, 1.2, 99, 7, -2, 109
28. CCOC(=O)C1CCCN(Cc2ccc3c(c2)OCO3)C1 (stereo not drawn)
→ 0.1, 0.2, -3, 4, -2, 0.95, 101, 1, -4, 103
29. CN(CC(=O)O)Cc1nc2ccccc2[nH]1
→ -0.1, 2.5, -14, x, -5, 2.3, 103, -5, x, 112
30. CCOC(=O)C1=C(C)NC(=O)NC1/C=C/c1ccccc1 (stereo not drawn)
→ 0.0, 2.5, -5, -16, -3, 1.1, 95, 8, 16, 105
31. O=c1cc(CSc2nnc3ccccn23)c2c(ccc3ccccc32)o1
→ -0.2, 1.1, -4, 0, -5, 1.2, 108, -12, 0, 104
32. COc1ccc(N2CCN(C(CNS(=O)(=O)c3cccs3)c3cccnc3)CC2)cc1 (stereo not drawn)
→ -0.1, 0.3, 0, -13, -6, 0.96, 100, 0, 13, 96
33. CN1C(=O)C2(Oc3ccccc3C3CC(c4ccccc4)=NN32)c2ccccc21 (stereo not drawn)
→ -0.1, 0.3, 2, 137*, -11, 1.8, 120, -14, -137, 98
34. CC(=O)c1ccc(NC(=O)COc2ccc3c(c2)OCO3)cc1
→ -0.2, 2.9, -2, 33, -3, 1.5, 98, 6, -33, 100
35. COc1ccc(-n2nc(C(=O)Nc3nc4ccc(OC)cc4s3)c3ccccc3c2=O)cc1
→ -0.5, 4.2, -6, 4, -4, 1.1, 101, -7, -4, 106
36. COc1ccccc1Sc1nc(-c2ccccn2)ncc1OC
→ 0.0, 1.0, 4, -38, -7, 0.68, 98, 5, 38, 97
37. CCOc1ccc(N(CC(=O)O)S(=O)(=O)c2cccnc2)cc1
→ 0.0, 2.5, -1, 5, -6, 1.1, 97, 8, -5, 101
38. COC(=O)c1cc2c(ccn2-c2ccc(F)cc2)n1CC(=O)N1CCN(C(=O)c2ccco2)CC1
→ -0.2, 1.2, -3, -8, -3, 1, 114, -10, 8, 102
39. COc1ccccc1CNC(=O)C(CCSC)NS(=O)(=O)c1ccc2c(c1)oc(=O)n2C (stereo not drawn)
→ 1.6, 0.1, -5, 7, 0, 1, 103, 2, -7, 104
40. COc1ccc(C(=O)Oc2cccc(Nc3ncnc4ccccc34)c2)cc1OC
→ -0.5, 3.0, 24, -6, -1, 1.2, 71, 34, 6, 79
41. CSc1cccc(NC(=O)c2ccccc2N(C)S(C)(=O)=O)c1
→ 0.1, 0.5, -2, 17, -7, 0.98, 101, 2, -17, 102
42. C#Cc1ccc([C@@H]2C=C(C(=O)O)O[C@H](OCCCCO)C2)cc1
→ 0.0, 0.4, -1, 6, 0, 1.2, x, x, -6, 102
43. CCN1CCCC1CNC(=O)CN1C(=O)COc2ccc(C)cc21 (stereo not drawn)
→ -0.2, -0.3, -4, 0, -6, 1.1, 100, 0, 0, 104
44. CCOC(=O)c1sc(C)c2c1NC1(CCCCC1)NC2=O
→ -0.2, 1.6, 11, 2, -3, 0.97, 104, -1, -2, 90
45. Cc1ccc(C(=O)OC/C(O)=C(\C#N)c2nc3ccccc3[nH]2)cc1S(=O)(=O)N1CCOCC1
→ -0.3, 2.5, 9, -2, -1, 0.9, 83, 22, 2, 92
46. c1ccc(COc2cccc(CNCc3ccccn3)c2)cc1
→ -0.2, 1.9, -2, 2, 1, 1.1, 95, 14, -2, 101
47. COCCNC(=O)Cn1cc(C(=O)c2ccco2)c2ccccc21
→ -0.1, 1.1, -3, -3, -5, 1.1, 103, -2, 3, 102
48. Nc1cc(=O)nc(SCC(=O)Nc2ccccc2)n1-c1ccccc1
→ -0.2, -0.7, 0, -11, -5, 1.1, 103, 5, 11, 100
49. O=C(CCCc1ccccc1)NC1CCSC1=O (stereo not drawn)
→ 0.5, -0.2, -9, 9, -2, 1.5, 103, 1, -9, 108
50. COCc1c(C(=O)OCc2c(C)noc2C)oc2ccccc12
→ 0.2, 0.9, 0, -7, -6, 1.1, 99, 8, 7, 100
51. O=C(C1CCCN(Cc2cccc(F)c2)C1)N1CCCCC1 (stereo not drawn)
→ -0.2, 1.2, -2, 5, -11, 1, 97, 8, -5, 102
52. O=C(NCc1ccccc1)c1sc(=S)n2c1[nH]c(=O)c1ccccc12
→ -0.1, 6.8, 0, -4, -5, 0.92, 108, -5, 4, 100
53. Cc1c(C(=O)NCCN2C(=O)S/C(=C\c3cccs3)C2=O)cccc1[N+](=O)[O-]
→ 0.1, 2.5, -2, 4, -3, 1.1, 98, 0, -4, 102
54. CCC1(C)CC(c2csc(N)n2)CCO1 (stereo not drawn)
→ -0.4, 0.1, -5, -3, -5, 1.1, 100, 4, 3, 98
55. COc1ccc(OC)c(NC(=O)c2ccc(NS(=O)(=O)c3c(C)noc3C)cc2)c1
→ -0.1, 0.5, 9, 0, -7, 0.74, 102, 8, 0, 92
56. Cc1nnc(NC(=O)/C=C/c2ccco2)s1
→ -0.2, 1.1, -5, 3, 4, 1.5, 96, 4, -2, 105
57. O=C(NCc1ccccc1)N[C@@H](Cc1c[nH]c2ccccc12)C(=O)O
→ 0.0, 1.4, 0, 7, -4, 0.94, 112, -10, -7, 100
58. O=C(CCCN1C(=O)S/C(=C\c2ccccc2)C1=O)NNC(=O)c1ccccc1O
→ -0.5, 1.6, 24, -63, 2, 0.95, 48, 64*, 63*, 76
59. CC1=C(C(=O)OC(C)C)C(c2cccnc2)n2ncnc2N1 (stereo not drawn)
→ -0.2, 1.7, 1, x, -6, 0.95, 96, 14, x, 99
